# Screening data from PubChem.
# Eya2 inh = Eya2 (human) phosphatase inhibition; recombinant Eya2, OMFP fluorescence dephosphorylation (OMFP is methylfluorescein phosphate); Potency, µM (top dose mostly 76.9 µM), inactives show at the top dose activity, negative = inhibition, hits mostly inhibitors; AID 488837; hit rate 0.006% among 330,000; also: potency is read from the fitted curve at half-maximal effect; % is scaled to controls: 0 for no effect and ±100 for the full control effect
#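 Eya2 (0.2 uM) preincubated 10 min at ambient with compound, then OMFP substrate added at 50 uM; 10 min reaction in 50 mM HEPES pH 7.5, 50 mM NaCl, 5 uM MgCl2, 0.05% BSA, 1 mM DTT. Fluorescence read at Ex 485/Em 525 nm.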
# Integrin act MD = activates integrin-mediated alleviation for muscular dystrophy. alpha7betagal myoblasts, beta-gal FDG fluorescence, 48 h. Potency, µM (doses to about 38.3 µM), without a hit: at the highest dose activation, usual class: activators. hit rate 0.064% among 350,000;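 also: potency is read from the fitted curve at half-maximal effect; 100% = response of the positive control SU9516; nearly all actives have a fitted effect of over 60% in size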
#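 alpha7betagal+/- myoblasts (passage 13, 250/well) treated 48 h at 37C with compounds at 1:260 dilution of DMSO stock. Lysed, then beta-galactosidase activity read as FDG fluorescence (ex 480/em 540) after 30 min, with pre-read for autofluorescence.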
# A-T KAP1 phos = candidate therapy for ataxia-telangiectasia; […] A-T fibroblasts, KAP-1 phosphorylation AlphaLISA; neocarzinostatin DNA damage 30 min before lysis; Potency, µM (highest dose often 57.5 µM), for the others: at the top dose activation, actives largely listed as activators; hit rate 0.19% among 320,000; AID 485349; also: potency is read from the fitted curve at half-maximal effect; % of control where 0% means no effect; nearly all actives have a fitted effect of over 45% in size
#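 ATM-like activity read as KAP-1 phosphorylation via AlphaLISA donor/acceptor antibody pairs after lysis and 6 hr at 25C. Cells were ATM-null patient fibroblasts ([…], hTERT), dosed 60 min, then exposed to the DSB inducer NCS for 30 min.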
# ASM inhibitor = human S-ASM enzyme inhibition; P17405; hit rate 0.006% among 340,000; placental ASM, HMU-PC fluorogenic substrate, 60 min; Potency, µM (titrated, usually from 57.5 µM), for inactives: at the top dose activity change, negative = inhibition, usual class: inhibitors; also: potency is read from the fitted curve at half-maximal effect
#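 Human placenta-derived ASM enzyme was preincubated with compound for 10 minutes at room temperature, then given fluorogenic substrate HMU-PC0 (9 uM final) for 60 minutes at 37 °C; a pH 10 stop preceded fluorescence reading at Ex 386/Em 447 nm.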
# TSG101-PTAP inh = blocks PTAP/TSG101 interaction to inhibit HIV-1 budding | Fluorescence polarization, FITC-PTAP peptide / Tsg101 binding | Potency, µM (highest dose often 115 µM), inactives show at the top dose activity change, negative = inhibition, most hits filed as inhibitors | 340,000 tested, under 10 active | AID 493005; active = well fitted inhibition curve with a large enough effect in the main read-out, with a control signal flat, not every such curve was filed as active; inconclusive = small, poorly fitted or top-dose-only effect, or effect the other way, or a change in a side signal; inactive = no such curve, though single readings can be large or run the other way; also: potency is read from the fitted curve at half-maximal effect; % of control where 0% means no effect
#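 Fluorescence polarization binding of Tsg101 binding domain (10 uM final) to FITC-labeled PTAP peptide (50 nM final) in HEPES pH 7.5 buffer with NaCl, Tween 20, EDTA, TCEP. Compounds added before peptide; binding 20 min at RT.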
# TSHR antagonist = antagonists of human thyroid stimulating hormone receptor. activity change, negative = inhibition, % at 11.5 µM. P16473. TSHR-expressing cells, TSH-stimulated cAMP HTRF, 2 h; hits give low values. AID 504810. hit rate 0.2% among 330,000;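 active = activity change below a set negative limit, meaning inhibition stronger than a set level, cut at about -70% in these data; inconclusive = activity change between two set negative limits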; also: % is scaled to controls: 0 for no effect and ±100 for the full control effect
# Target sequence (P16473 whole entry, looked up): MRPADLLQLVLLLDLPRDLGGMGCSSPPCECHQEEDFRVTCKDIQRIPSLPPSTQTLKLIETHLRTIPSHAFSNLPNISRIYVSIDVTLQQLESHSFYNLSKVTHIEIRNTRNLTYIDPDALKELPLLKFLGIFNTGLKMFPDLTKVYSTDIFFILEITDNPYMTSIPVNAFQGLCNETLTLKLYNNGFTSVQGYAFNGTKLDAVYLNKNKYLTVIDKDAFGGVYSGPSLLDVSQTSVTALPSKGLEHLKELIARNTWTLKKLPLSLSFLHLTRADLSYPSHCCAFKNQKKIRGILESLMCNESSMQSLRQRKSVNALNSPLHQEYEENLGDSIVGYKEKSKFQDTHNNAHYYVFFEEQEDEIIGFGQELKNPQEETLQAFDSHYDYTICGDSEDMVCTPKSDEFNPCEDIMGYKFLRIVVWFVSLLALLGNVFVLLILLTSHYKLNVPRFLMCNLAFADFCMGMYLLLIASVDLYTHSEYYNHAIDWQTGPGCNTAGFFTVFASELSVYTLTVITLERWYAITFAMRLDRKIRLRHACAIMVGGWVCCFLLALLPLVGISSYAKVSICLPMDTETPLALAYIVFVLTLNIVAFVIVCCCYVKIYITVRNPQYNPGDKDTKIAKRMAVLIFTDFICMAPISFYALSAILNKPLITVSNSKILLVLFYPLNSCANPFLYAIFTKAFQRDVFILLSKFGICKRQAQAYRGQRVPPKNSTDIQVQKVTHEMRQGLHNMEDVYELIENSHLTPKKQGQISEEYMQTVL
#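 Antagonism was scored as loss of TSH-driven cAMP in TSHR cells, stimulated with 4nM TSH (EC80) for 2 hours at 37 deg C and detected by homogeneous HTRF competition immunoassay.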
# BCR signal inh = chronic active BCR signaling inhibition | Potency, µM (top dose mostly 46.1 µM), inactives show top-dose ratio change, negative = lower green/red ratio, most hits filed as inhibitors | hit rate 0.05% among 340,000 | ABC-DLBCL IkBa-CBG/CBR reporter, luminescence ratio, 4 h; active = well fitted inhibition curve with a large enough effect in the signal ratio, with a control signal flat, not every such curve was filed as active; inconclusive = small, poorly fitted or top-dose-only effect, or effect the other way, or a change in a side signal; the % refers to the signal ratio;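 also: potency is read from the fitted curve at half-maximal effect; plate controls were basal doxycycline-induced cells for no effect and cells given 10 µM MG132 for full effect; MG132 reads +100%, hits lower the ratio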
#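 TMD8 ABC-DLBCL cells carrying doxycycline-inducible green luciferase fused to IkappaBalpha plus unfused red luciferase were exposed to compounds (up to 46 uM) for 4 hrs at 37C. Activity came from the overlap-corrected green/red luminescence ratio.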
# ELG1 repair inh = ELG1-dependent DNA repair inhibition. HEK293T ELG1-luciferase reporter, luminescence, 16 h; DNA damage induced by 5-fluorouridine. Potency, µM (doses to about 46.1 µM), for inactives: at the highest dose activity change, negative = inhibition, hits mostly inhibitors. hit rate 2.3% among 330,000; also: potency is read from the fitted curve at half-maximal effect; % is scaled to controls: 0 for no effect and ±100 for the full control effect; nearly all actives have a fitted effect of over 55% in size
#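 DMSO vehicle served as the neutral condition. Each well held 2,000 cells given 5-fluorouridine plus compound; after 16 hr at 37 °C/5% CO2, ONE-Glo was added and luciferase measured 30 min later.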
# TCR activator = activators of T cell receptors; primary human leukocytes, anti-CD3, IL-2 HTRF, 48 h; Potency, µM (doses to about 9.22 µM), inactives show top-dose activation of IL-2 secretion, actives largely listed as activators; 330,000 tested, under 10 active; also: % of control where 0% means no effect
#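 Readout: HTRF IL-2, Eu-cryptate/d2 antibody pair, 320nm excitation, 665nm emission. Stimulus: a-CD3 beads, no co-stimulation. Cells: primary human leukocytes. Exposure: 48 hr with compound.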
# Tb PFK inh = blocks T. brucei phosphofructokinase; O15648; T. brucei PFK, ADP-Glo luminescence; Potency, µM (titrated, usually from 57.5 µM), for the others: at the top dose activity, negative = inhibition, usual class: inhibitors; hit rate 0.17% among 330,000;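 also: potency is read from the fitted curve at half-maximal effect; 0% = uninhibited 1x PFK enzyme wells and -100% = no-enzyme wells; nearly all actives have a fitted effect of over 60% in size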
#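 ADP-Glo luminescence quantified ADP after 45 min at room temperature, with 1.25 nM T. brucei PFK, 0.1 mM ATP and 0.5 mM fructose-6-phosphate in pH 8.0 TEA buffer. qHTS titrations up to 57 µM; curves classified by quality.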
# Mito fusion yeast = mitochondrial division inhibition or fusion activation; AID 485298; Potency, µM (doses to about 46.1 µM), inactives show at the top dose growth rescue (activation), actives largely listed as activators; hit rate 0.23% among 320,000; S. cerevisiae fusion-defective mutant growth rescue, CellTiterGlo 48 h;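 also: potency is read from the fitted curve at half-maximal effect; % of control where 0% means no effect; nearly all actives have a fitted effect of over 45% in size; temperature-sensitive fusion mutants such as fzo1-1 at 37 °C on non-fermentable ethanol glycerol medium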
#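 Luminescent cell viability in 1536-well qHTS format served as the measure of rescued growth in ts fusion-mutant S. cerevisiae cultured on non-fermentable YPEG for 48 hours at 37C.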
# * = called active by the depositor; ? = inconclusive; . = no result given; [ ] = dose if it differs, or a comment. Unless noted, calls follow the shape of the dose curve; as a rule, active = well fitted curve in the direction sought with a large enough effect; inconclusive = small, poorly fitted or top-dose-only effect, or another doubt; inactive = no such curve, though single readings can be large; an effect the other way counts as inactive or inconclusive.
SMILES,Eya2 inh,Integrin act MD,A-T KAP1 phos,ASM inhibitor,TSG101-PTAP inh,TSHR antagonist,BCR signal inh,ELG1 repair inh,TCR activator,Tb PFK inh,Mito fusion yeast
COC(=O)c1ccc(NC(=S)NCCc2ccccc2)cc1,-11%,0%,5%,-1%,-4%,-15,?,-14%,3%[46.1 µM],6%,13%
Cc1cc(C)cc(-n2c(C)cc(/C=N/NC(=O)c3ccncc3)c2C)c1,7%,-6%,0%,2%,-2%,-3,1%,2%,0%,0%,-3%
Clc1ccccc1C1CC(c2ccccc2)Nc2ncnn21 (centres undefined),5%,-46%[inhibitor],2%,6%,-6%,-11,-4%,11%,-4%,1%,-12%
CN(C)/C=C1\C(=O)NN=C1C(F)(F)F,-5%,-5%,9%,0%,-8%,-24,11%,8%,-2%,1%,1%
CN(Cc1ccccc1F)C(=O)c1ccc(NS(=O)(=O)c2ccc3[nH]c(=O)[nH]c3c2)cc1,-1%,2%,1%,-2%,0%,4,0%,14%,-6%,-4%,-1%
C[C@@H]1NC(=O)c2cc([N+](=O)[O-])cc(I)c2NCC[C@@H](C(N)=O)NC(=O)[C@H](CC(N)=O)NC1=O,-4%,0%,-15%,-1%,-3%,-1,1%,17%,-9%,-6%,-3%
COc1cccc(CN(C)C(=O)c2cc(-c3ccc(OC)c(OC)c3)nc3ccccc23)c1,-3%,-11%,3%,88%[activator],-9%,-7,-2%,16%,-3%,-8%,0%
CCOC(=O)C1=C(C)c2ccccc2OC1(CC)C(=O)OCC (centres undefined),-8%,-3%,-2%[11.5 µM],0%,1%,-18,3%,-2%,1%[46.1 µM],0%,.
COCc1[nH]nc2c1C(c1ccnc3ccccc13)C(C#N)=C(N)O2 (centres undefined),-2%[15.4 µM],-8%,12%,1%,-1%,3,?,11%,.,5%,-1%
CCOc1ccccc1N1CCN(C(=S)NC(=O)C23CC4CC(CC(C4)C2)C3)CC1,-1%,9%,9%,1%,1%,-11,-9%,-16%,-4%[46.1 µM],0%,1%
O=C(CCn1c(=O)sc2ccccc21)Nc1cccnc1,-23%,9%,-2%,4%,-17%,10,?,5%,-7%[46.1 µM],2%,1%
O=S(=O)(Cc1ccccc1Cl)NCCOc1ccccc1,0%,8%,-3%,2%,-1%,15,?,10%,-1%[46.1 µM],2%,3%
O=C(Cn1cnc2ccccc2c1=O)N1CCOCC1,6%,3%,-15%,2%,-2%,-8,-2%,-1%,4%,-3%,-9%
COc1ccccc1CN1C[C@@H]2C[C@@H](c3ccc(C)c(C)c3)N3CCC[C@@]23C1=O,-10%,15%,25%,2%,0%,39,?,?,-10%,-4%,-5%
CCCc1ccc(/C=C2\C(=O)c3ccccc3C(O)=C2C(=O)OCC)cc1,-27%,.,6%,.,.,-10,?,?,.,-14%,-1%
COc1ccc(Cn2ccnc2SCC(=O)Nc2ccccc2OC)cc1,-20%,0%,2%,-4%,-1%,23,?,4%,6%,3%,-3%
Cc1cccc(NC(=S)NC(=O)CCc2ccccc2)c1,7%,-10%,3%,-4%,-3%,-4,-1%,19%,-1%,-4%,-13%
CCC(=O)N(C)CCc1cc2c(c(OC)c1/C=N/NC(=O)c1ccncc1)OCO2,?,-20%,-10%,4%,0%,15,8%,?,-4%,-17%,-1%
COC(=O)/C(=C/c1ccco1)NC(=O)c1ccccc1,0%,19%,-10%,6%,-6%,35,8%,-2%,11%[46.1 µM],2%,-5%
Cc1ccc(C(=O)Nc2c(C(=O)NCc3ccco3)cnn2-c2ccccc2)cc1,5%,28%,-2%,-1%,1%,0,-9%,?,-3%,11%,-2%
COc1ccc2oc(=O)c(C(=O)NCc3ccccn3)cc2c1,2%,-14%,.,407%[activator],-5%,25,6%,?,-3%[46.1 µM],0%,-1%
O=C(CSC1CS(=O)(=O)c2cc([N+](=O)[O-])ccc21)NNC(=O)c1ccccc1 (centres undefined),-5%,-56%[inhibitor],3%,-1%,-5%,6,-13%,1%,12%,0%,-16%
Cc1cc2oc3c(c(=O)c2cc1C)C(c1ccc(F)cc1)N(CCCN1CCOCC1)C3=O (centres undefined),-10%,28%,2%,-7%,-4%,-10,-5%,?,-3%[46.1 µM],6%,0%
c1ccc2[nH]c(CCCc3nc4ccccc4[nH]3)nc2c1,13%,-12%,12%,2%,-3%,-8,11%,3%,-4%,-1%,0%

# Full records as entered above. Order of values: Eya2 inh | Integrin act MD | A-T KAP1 phos | ASM inhibitor | TSG101-PTAP inh | TSHR antagonist | BCR signal inh | ELG1 repair inh | TCR activator | Tb PFK inh | Mito fusion yeast
# COc1ccccc1CN1C[C@@H]2C[C@@H](c3ccc(C)c(C)c3)N3CCC[C@@]23C1=O in the list: -10% | 15% | 25% | 2% | 0% | 39 | ? | ? | -10% | -4% | -5%
# COc1ccc(Cn2ccnc2SCC(=O)Nc2ccccc2OC)cc1 in the list: -20% | 0% | 2% | -4% | -1% | 23 | ? | 4% | 6% | 3% | -3%
# COC(=O)/C(=C/c1ccco1)NC(=O)c1ccccc1 in the list: 0% | 19% | -10% | 6% | -6% | 35 | 8% | -2% | 11%[46.1 µM] | 2% | -5%

# Next part:
SMILES,Eya2 inh,Integrin act MD,A-T KAP1 phos,ASM inhibitor,TSG101-PTAP inh,TSHR antagonist,BCR signal inh,ELG1 repair inh,TCR activator,Tb PFK inh,Mito fusion yeast
COCCCN(C(=O)C1CCC1)c1c(N)n(Cc2ccccc2)c(=O)[nH]c1=O,0%,12%,-4%,6%,0%,10,1%,15%,3%,-1%,5%
Cc1ccc(C(=O)Nc2ccc3c(c2)OCCO3)cc1,-11%,0%,7%,6%,3%,4,?,?,.,1%,1%
CC(C)(C)n1ncc2c(=O)n(CC(=O)NCc3ccc(F)cc3)cnc21,-3%,-15%,1%,0%,-2%,-3,-25%,?,5%,-1%,-2%
O=C(COC(=O)CC12CC3CC(CC(Br)(C3)C1)C2)NC(=O)NCc1ccco1,2%,-43%,-11%,-7%,-3%,10,?,-10%,-5%,-3%,-2%
O=c1c2ccccc2nnn1CSc1nc2ccccc2c(=O)n1Cc1ccco1,-19%,-35%[inhibitor],-9%,-2%,-3%,4,-5%,-4%,-4%,-1%,0%
CCn1c(SCC(=O)NC2CCCC2)nnc1-c1ccoc1C,2%,-8%,1%,-2%,-1%,2,0%,-2%,1%,-4%,-7%
O=C1C=C(O)c2c(O)cccc2C1=O,-25%,.,?,.,.,13,?,?,.,0%,-7%
O=C1CC(N2CCN(c3ccccn3)CC2)C(=O)N1c1ccc(Cl)cc1 (centres undefined),-3%,12%,-2%,0%,0%,4,-6%,15%,1%,-7%,-10%
Cc1ccc(CSc2ccc3nnc(-c4ccccn4)n3n2)cc1,-22%,-4%,2%,-5%,0%,7,-10%,-3%,.,2%,-5%
CCNC(=O)NC(=O)CSc1ccccc1F,1%,18%,9%,11%,-1%,11,2%,0%,1%[46.1 µM],0%,-3%
CC(=O)Nc1ccc(S(=O)(=O)NC2=NCN(c3cccc([N+](=O)[O-])c3)CN2)cc1,1%,1%,-3%,-4%,-1%,-13,1%,2%,-8%,2%,2%
c1ccc2nc3c(cc2c1)CCCCC3,7%,-21%,27%,0%,-1%,23,-14%,28%,1%,-1%,-4%

# Sorted by the number under ASM inhibitor (ascending): some entries from above.
SMILES,ASM inhibitor
O=c1c2ccccc2nnn1CSc1nc2ccccc2c(=O)n1Cc1ccco1,-2%
CC(C)(C)n1ncc2c(=O)n(CC(=O)NCc3ccc(F)cc3)cnc21,0%
COCCCN(C(=O)C1CCC1)c1c(N)n(Cc2ccccc2)c(=O)[nH]c1=O,6%
